# Source: PubChem
# TCR-CD3 inh – inhibitors of human TCR-CD3 interaction. inhibition, % at 9.4 µM. hit rate 0.37% among 360,000. TAMRA-labeled TCR probe fluorescence, biochemical; in the data active means inhibition above about 19%;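 further: recombinant mutant TCR 2C K166C tagged with TAMRA read by polarization; 0% = receptor in buffer alone and 100% = receptor with positive control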
# proKLK7 act – activates the human kallikrein-7 zymogen; purified proKLK7, EDANS-DABCYL substrate fluorescence; 100% is mature enzyme control, 0% vehicle; activation, % at 7 µM; hit rate 0.9% among 370,000;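 active means activation above the mean of all tested compounds plus 3 SD, computed per campaign excluding outliers beyond control limits, cut at about 13% in these data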
# Target sequence (P49862 whole entry, looked up): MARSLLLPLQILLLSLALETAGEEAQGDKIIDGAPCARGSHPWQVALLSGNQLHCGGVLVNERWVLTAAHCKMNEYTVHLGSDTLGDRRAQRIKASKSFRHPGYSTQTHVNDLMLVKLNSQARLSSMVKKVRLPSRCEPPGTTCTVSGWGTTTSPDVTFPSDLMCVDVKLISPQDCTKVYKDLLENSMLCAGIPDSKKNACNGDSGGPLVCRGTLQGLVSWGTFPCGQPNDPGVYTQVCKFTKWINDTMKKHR
# LEDGF integ inh – blocks HIV-1 LEDGF/p75-dependent DNA integration; TR-FRET IN-LEDGF/p75 DNA integration, Eu/Cy5; inhibition, % at 3.7 µM; hit rate 0.64% among 370,000;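 active means inhibition above the screen-wide mean plus 3 SD, cut at about 13% in these data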;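 further: signal is the Cy5 over europium emission ratio at 671 and 618 nm; 0% = plate median of compound wells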
# Tn7 DDE FP – disrupts Tn7 cyclic peptide binding to fibrin D-Dimer-E complex; hit rate 0.13% among 370,000; AID 720508; FP displacement of FITC-Tn7 peptide from fibrin DD(E); 0% = median of compound wells per plate; inhibition, % at 8.3 µM; P02675;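 active means inhibition above the mean of compounds falling within the control limits plus 3 SD of them, cut at about 14% in these data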;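 further: 0% = plate median of compound wells and 100% = 10 µM Aha-Tn7 peptide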
# Target sequence (P02675 whole entry, looked up): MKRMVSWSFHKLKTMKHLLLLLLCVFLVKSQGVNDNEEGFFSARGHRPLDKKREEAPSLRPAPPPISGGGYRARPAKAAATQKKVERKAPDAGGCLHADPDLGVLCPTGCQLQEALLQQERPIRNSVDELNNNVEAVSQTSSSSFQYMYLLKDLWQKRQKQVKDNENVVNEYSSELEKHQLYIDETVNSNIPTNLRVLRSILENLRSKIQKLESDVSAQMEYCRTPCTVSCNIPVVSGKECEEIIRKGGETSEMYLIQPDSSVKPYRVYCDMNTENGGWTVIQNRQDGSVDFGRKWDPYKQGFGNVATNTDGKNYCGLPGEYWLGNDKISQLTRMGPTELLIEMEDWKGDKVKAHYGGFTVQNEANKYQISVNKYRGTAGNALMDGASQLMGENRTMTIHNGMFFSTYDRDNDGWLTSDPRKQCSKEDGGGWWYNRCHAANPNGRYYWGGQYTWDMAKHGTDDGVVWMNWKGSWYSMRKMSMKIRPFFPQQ
#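 system = human fibrin DD(E) protein | quantity = DD(E) 2 µM final | medium = Tris/NaCl/CaCl2 buffer, pH 7.8 | also added = labelled Tn7 tracer, 0.1 µM | compound dosing = single point at 8.3 µM | timing = compound with protein 10 min, then 3 h after probe, room temperature | signal = FP measurement | benchmarks = Aha-Tn7 high control | repeats = one replicate per compound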
# UHRF1 MBD2 ctr – blocks human UHRF1 binding to methylated DNA. inhibition, % at 4.4 µM. Q96T88. hit rate 0.75% among 370,000. AID 687016. UHRF1 binding to methylated oligo, TR-FRET; in the data active means inhibition above about 21%;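 further: UHRF1 SRA domain binding a hemimethylated CpG hairpin DNA probe; 0% = median of test compound wells and 100% = reference inhibitor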
# PRMT1 FP inh – PRMT1 (human) inhibition, primary screen; Q99873; recombinant PRMT1, activity-based probe fluorescence polarization; inhibition, % at 2.79 µM; hit rate 1.3% among 370,000; AID 652257;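 active means inhibition above about 21% made by adding two undisclosed values, limit read from the data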
# Tn6 DDE FP – disrupts Tn6 cyclic peptide binding to fibrin D-Dimer-E complex; inhibition, % at 8.3 µM; P02675; Fibrin DD(E) TRITC-Tn6 fluorescence polarization displacement; hit rate 0.21% among 370,000;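 active means inhibition above a per-campaign cutoff: mean of compounds within control limits plus 3 SD, cut at about 15% in these data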;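 further: 0% = median of all compound wells on the plate and 100% = blocking peptide control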
# TDP2 absorb – blocks human TDP2 phosphodiesterase activity. hit rate 0.34% among 370,000. recombinant TDP2, T5PNP hydrolysis, p-nitrophenol absorbance 415 nm. O95551. inhibition, % at 12.8 µM;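 active means inhibition above the mean of all tested compounds plus 3 SD, set per campaign, cut at about 25% in these data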;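 further: 0% = DMSO with enzyme and 100% = buffer with substrate but no TDP2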
#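 Assay system: Recombinant human TDP2 | Quantity: 120 nM TDP2 per well | Incubation: 2 h at 37 °C | Signal: Epi absorbance | Evaluation: Percent inhibition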
# MBD2 inh – inhibitors of human MBD2 binding to methylated oligonucleotide. Q9UBB5. TR-FRET. inhibition, % at 4.4 µM. hit rate 0.31% among 370,000. AID 686964; in the data active means inhibition above about 13%
# SIAE inh – inhibitors of human sialic acid acetylesterase SIAE | Q9HAT2 | SIAE FP-Rh probe binding, fluorescence polarization | inhibition, % at 9.66 µM | hit rate 0.69% among 370,000;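 active means inhibition above a cutoff: mean of compounds within the control limits plus 3 SD of those, cut at about 17% in these data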;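 further: 0% = plate median of compound wells and 100% = probe without SIAE protein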
# Numbers without * were called inactive; nt = not tested or not shown. This is a random part of the collection; 4.6% or so of the library scored in one or more.
Tn6 DDE FP,PRMT1 FP inh,UHRF1 MBD2 ctr,TCR-CD3 inh,Tn7 DDE FP,MBD2 inh,SIAE inh,TDP2 absorb,proKLK7 act,LEDGF integ inh,canonical_smiles
-3,1,0,-10,-5,-1,2,5,-0.3,0,C=CC[C@@H](CC(=O)NCCO)C(=O)NC[C@@H](OC(=O)[C@H](CC=C)CC(=O)OC(C)(C)C)c1ccccc1
9,1,-2,0,5,-2,-9,3,0.1,-2,O=C(CSc1nnc(-c2ccccc2Cl)o1)Nc1ccc2c(c1)OCCO2
3,2,0,2,2,-6,-9,14,0.2,1,COC(=O)c1sccc1NC(=O)CSc1nnnn1-c1ccccc1F
-2,-5,0,7,3,-3,2,-6,-1.1,1,Cc1cn([C@H]2C[C@H](O)[C@@H](CNCc3ccc(-c4cc(Cl)ccc4C(F)(F)F)o3)O2)c(=O)[nH]c1=O
-2,2,1,-9,2,-5,-3,5,-0.1,2,Cc1cc(C)cc(NC(=O)COC(=O)[C@@H](NC(=O)c2ccco2)C(C)C)c1
-3,3,-1,8,3,4,-1,1,0.1,-3,Cc1nc(NCCO)c2nnn(Cc3ccccc3F)c2n1
-5,-2,-2,4,-4,4,-6,-22,0.7,4,O=C(CSc1nnc(NC(=O)c2c(F)cccc2F)s1)NC1CCCCC1
8,-2,-3,2,-2,-3,-4,11,-0.2,1,CCc1ccc(NC(=O)CCC(=O)Nc2nnc(C(F)(F)F)s2)cc1
4,1,24*,-7,12,20*,-7,7,0.8,0,COC(=O)[C@]12C[C@H](CC(=O)NCC3CCCCC3)C(=O)N(Cc3ccccc3)C1=C[C@H](C(C)(C)C)O[C@@H]2C
-2,-8,0,4,-5,0,-7,-4,-0.3,7,CCN1CCN(C(CNS(=O)(=O)c2ccc(Cl)cc2)c2cccnc2)CC1 (stereo unspecified)
7,2,0,0,-2,-7,6,12,-0.1,-1,CCOc1ccc(C2NC(=O)C(C#N)=C(S)N2c2ccc(C)cc2)cc1OC (stereo unspecified)
-2,2,3,2,-5,9,-2,10,-0.6,-1,CCc1ccc(Nc2oc(C)cc(=O)c2C(C)=O)cc1
1,-8,-1,-5,-2,3,0,-13,0.1,2,Cc1ccccc1NS(=O)(=O)c1ccc(C(=O)NCC(C)(C)N2CCOCC2)cc1
-5,-5,-2,0,-3,-5,-5,8,-0.5,1,CCOC(=O)N1CCN(C(=O)C2CCCCC2)CC1
0,2,-3,1,-3,-5,-5,-2,-1.9,1,[O-]/C(=C(\C(=S)Nc1cccc2ccccc12)[n+]1cccc(CO)c1)c1ccc(Cl)s1
-5,4,2,2,-4,3,8,3,0.7,-2,COc1ccc(C(=O)N2CCCC(Nc3ccc(F)cc3)C2)cc1F (stereo unspecified)
-4,0,6,-13,1,-1,2,-9,0.2,-5,O=C(COC(=O)CCSc1ccccc1Cl)NCc1ccco1
4,-2,-1,6,-3,-4,7,8,0.6,3,Cc1ccc(S(=O)(=O)NNC(=O)/C=C/c2cccc(F)c2)cc1
-5,6,3,-6,3,7,-8,-8,0.5,-4,CN(C)CCCNC(=O)C1CCNCC1
1,1,9,-1,3,8,-15,-9,-63,1,Cc1ccc(C(=O)c2cnc3cc4c(cc3c2S(=O)(=O)c2ccccc2)OCCO4)cc1
-2,1,0,6,-4,4,-12,1,1.0,5,CSC1=NSC2=NC(=O)/C(=C\c3cccs3)C(=N)N12
-10,0,1,3,1,0,3,-8,0.7,-1,COc1ccc(N2CCN(C(=O)c3ccc(NS(=O)(=O)c4ccccc4)cc3)CC2)cc1
0,3,-1,-7,6,1,-2,-11,0.3,-2,OCC1(CCCc2ccccc2)CCN(Cc2cnc(N3CCOCC3)s2)CC1
-4,43*,13,-2,12,0,-1,6,0.5,-5,Oc1c(C=NCc2ccccc2)sc2ccccc12
-6,6,-2,-1,-3,2,-1,4,0.1,-2,COc1cccc(CC2(CO)CCN(Cc3ccc4cccc(F)c4n3)CC2)c1
0,-2,-1,4,-1,3,-9,1,-0.3,4,CCC(=O)Nc1ccc(C(=O)CSc2nnc(-c3ccccc3F)n2C2CC2)cc1
-3,-1,-4,3,-4,3,3,26*,0.2,1,O=C(NC1CCCC1)C1CCN(C(=O)c2cc(Cl)ccc2Cl)CC1
-2,-3,-4,6,6,0,12,1,-0.8,3,Clc1ccc(Oc2cnc3ccccc3n2)cc1
1,-3,-1,7,1,2,-7,5,0.6,-2,O=C(O)C1Cc2ccccc2CN1C(=O)COc1ccc(Cl)cc1 (stereo unspecified)
-1,0,0,0,5,5,4,4,0.2,1,Cc1nc2nc(Cc3ccccc3)[nH]n2c(=O)c1Cl
9,-1,-2,7,-1,-4,6,2,-0.6,0,CN(C)C(=O)COn1c(SCC(=O)N(C)C)nc2ccccc2c1=O
3,-1,3,-1,3,1,1,-12,0.4,-3,Cc1nnc(SCC(=O)NC(C)(C)C)n1NCc1cccc(Br)c1
2,8,2,3,9,1,-7,0,-3.0,-2,O=C1N/C(=C/c2cccn2-c2ccccc2)C(=O)N1Cc1ccc(F)cc1
5,-1,0,6,5,5,-6,0,0.2,7,CCOc1cc(S(=O)(=O)N2CCN(C(=O)c3ccco3)CC2)ccc1F
3,-1,3,-4,2,2,2,-4,-0.3,1,O=C(c1cccc(C(F)(F)F)c1)C1CCCN(Cc2cccn2-c2ncccn2)C1 (stereo unspecified)
4,-2,0,10,-2,-3,0,-4,0.7,2,Nc1nc(SCC(=O)NCCC(c2ccccc2)c2ccccc2)n[nH]1
0,1,1,nt,7,1,-2,-2,0.0,2,COC(=O)[C@@]12CCCCC=C1N(CCc1ccc(Cl)cc1)C(=O)[C@H]2CC(=O)NCc1ccc(OC)c(OC)c1
-4,0,4,-12,-3,6,-1,3,-0.1,0,O=C(O)C1CC(=O)N(CCOc2ccccc2)C1 (stereo unspecified)
14,-4,1,-4,-1,1,-1,11,-0.1,3,CCOc1ccc(Br)cc1S(=O)(=O)NCCN1CCCC1
-3,-3,-3,4,-4,-4,3,8,-0.6,2,CC(NC(=O)COC(=O)c1ccc([N+](=O)[O-])o1)c1ccccc1 (stereo unspecified)
-1,-4,3,-1,-6,1,-6,-11,0.3,3,COc1ccc(N2CCN(C(=O)c3cc4c(s3)CCCCC4)CC2)cc1
2,4,2,4,1,1,-2,2,-0.1,-2,C=CCn1c(SCC(=O)Nc2ncc(Cc3cc(Cl)ccc3Cl)s2)nnc1-c1ccncc1
2,-1,1,-6,-2,-2,5,10,0.4,0,CCCC(=O)N1CCN(c2ccc(NC(=S)NC(=O)c3cccc(C)c3)cc2)CC1
1,-2,-1,4,3,4,0,6,0.2,-2,Nc1ccc(S(=O)(=O)NC2(C(F)(F)F)NC(=O)N(Cc3ccccc3)C2=O)cc1 (stereo unspecified)
1,0,-5,-1,2,3,5,3,3.0,4,Oc1cccc2ccc(/C=C/c3c(F)cccc3Cl)nc12
10,-3,-1,3,10,-3,-5,9,-0.3,0,Cc1cc(Cl)nc2ccc(Cc3ccc4nc(Cl)cc(C)c4c3)cc12
1,3,2,nt,0,2,-6,14,-0.1,-5,COCC(=O)N[C@H]1C[C@@H]2O[C@@H](CO)CC[C@@H]2O[C@@H]1CCc1ccc(-c2ccccc2)cc1
2,0,-1,0,-3,-2,2,4,-1.0,0,COc1ccc(C(C)=O)cc1CN1C(=O)NC2(CCCCC2)C1=O
0,5,4,4,6,-4,3,3,-0.5,0,COCc1cccc(-c2csc(C(O)c3ccc(F)c(OC)c3)n2)c1 (stereo unspecified)
-10,-2,-3,-4,0,4,12,12,-0.2,0,Cc1cc(OCC(O)CN2CCCC2)cc(C)c1Cl (stereo unspecified)
-2,2,4,-14,11,2,3,5,0.4,-4,CCOc1ccc(NC(=O)c2cc(SC)ccc2Cl)cc1
3,0,0,4,-2,-2,3,1,0.9,-2,Cc1ccc(NC(=O)COC(=O)c2ccc(=O)n(Cc3ccccc3)n2)cc1F
-4,4,2,-6,2,7,-4,-10,0.2,1,CC1CCN(c2ccc([N+](=O)[O-])cc2C(=O)NCC2CCCO2)CC1 (stereo unspecified)
2,0,-1,-1,-3,1,2,4,0.1,-3,Cc1nnc(Nc2ccc3c(c2)OCO3)c2ccccc12
0,-1,1,3,3,3,3,8,0.0,1,CC1(C)CC(=O)CC(C)(C)N1OC(=O)c1ccccn1
4,0,0,-7,2,-2,1,19,0.2,-3,Cn1nc(C(F)(F)F)c(-c2ccccc2)c1NC(=O)c1nccnc1C(=O)O
2,1,2,9,0,-3,3,4,0.1,2,COCCCNC(=O)[C@@H](Cc1ccccc1)NC(=O)[C@H]1O[C@@H](n2ccc(=O)[nH]c2=O)[C@H](O)[C@@H]1O
6,3,0,2,-2,-4,-4,8,1.0,12,Cc1cc(C(=O)COC(=O)CC(NC(N)=O)c2ccc(Cl)cc2)c(C)n1C (stereo unspecified)
1,3,-1,5,1,3,-6,10,0.8,-2,COC(=O)c1cc(-c2ccc(Br)cc2)on1
-5,-1,0,-5,-2,5,0,7,0.4,4,COc1nc(N)nc(N2CCOCC2)n1

# Marked active in TDP2 absorb, among the entries above:
Tn6 DDE FP,PRMT1 FP inh,UHRF1 MBD2 ctr,TCR-CD3 inh,Tn7 DDE FP,MBD2 inh,SIAE inh,TDP2 absorb,proKLK7 act,LEDGF integ inh,canonical_smiles
-3,-1,-4,3,-4,3,3,26*,0.2,1,O=C(NC1CCCC1)C1CCN(C(=O)c2cc(Cl)ccc2Cl)CC1

# Results in TDP2 absorb, for 2 of the compounds above:
compound,TDP2 absorb
CCOc1ccc(NC(=O)c2cc(SC)ccc2Cl)cc1,5
Cc1ccc(NC(=O)COC(=O)c2ccc(=O)n(Cc3ccccc3)n2)cc1F,1

# The listing picks up; the two compounds before the break are reprinted first.
Tn6 DDE FP,PRMT1 FP inh,UHRF1 MBD2 ctr,TCR-CD3 inh,Tn7 DDE FP,MBD2 inh,SIAE inh,TDP2 absorb,proKLK7 act,LEDGF integ inh,canonical_smiles
1,3,-1,5,1,3,-6,10,0.8,-2,COC(=O)c1cc(-c2ccc(Br)cc2)on1
-5,-1,0,-5,-2,5,0,7,0.4,4,COc1nc(N)nc(N2CCOCC2)n1
-2,3,0,-5,4,1,-4,-5,-0.1,2,COc1ccc(/C(N)=N/OC(=O)Cc2ccc(OC)c(OC)c2)cc1
6,3,-3,5,0,-5,1,10,0.0,-3,O=c1[nH]c(C2CCN(S(=O)(=O)c3cccc([N+](=O)[O-])c3)CC2)nc2c1nnn2Cc1ccccc1
1,3,2,-1,6,7,-5,-2,-0.5,-4,COc1ccc(CCCNC(=O)C2CCC(=O)N(CC3CCCCC3)C2)cc1 (stereo unspecified)
2,2,-1,-2,5,-7,-1,3,-0.3,-4,O=C(NC1CCCCC1)C(c1ccccn1)N(C(=O)c1csnn1)C1CCCCC1 (stereo unspecified)
0,-3,6,2,0,1,-9,4,-0.7,0,COP1(=O)C[C@@H](O)[C@@H](O)[C@@H](COCc2ccccc2)O1 (stereo partly specified)
3,0,-1,-1,-7,0,1,-2,0.0,2,O=C(OC1CC2CC1[C@H]1CCCCN1C2=O)N1CCN(C(=O)c2ccccc2)CC1 (stereo partly specified)
